# MITF TRPM1 inh: inhibitors of MITF-dependent TRPM1 promoter reporter, primary screen, cell-based, SK-MEL-5, single point, luciferase. SK-MEL-5 TRPM1 promoter luciferase, 24 h. 330,000 compounds, 0.83% hits. AID 488899, 2010. inhibition, % at 12.5 µM;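 active = mean inhibition across replicates of 60% or more, whatever share of single replicates reaches that level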; note: values of inactives mirror those of a sister screen read the other way
# TRAIL sens C8: viability loss with TRAIL in NB7+C8 cells, primary screen, TRAIL sensitizer project, cell-based, ATPlite luminescence; inhibition (viability loss, TRAIL sensitization), % at 10 µM; 360,000 compounds, 1% hits;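 active = compounds causing at least 50% loss of cell viability in the single-dose screen, relative to plate controls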
# TROY NFkB inh: inhibitors of TROY-driven NF-kB signaling, primary screen, Q293 LMP1-TROYcd cells, NF-kB luciferase, uHTS; Q293 LMP1-TROYcd NF-kB luciferase reporter, 4 h; inhibition, % at 10 µM; 360,000 compounds, 0.98% hits; AID 1347056, 2019;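 active = compounds whose plate-normalised and pattern-corrected inhibition of the luciferase reporter signal at the single screening dose is 50% or more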
# NR2E3 ag-1: inhibitors of NR2E3-RetCOR corepressor binding, primary screen, NR2E3 agonist project, biochemical, TR-FRET, GST-NR2E3, biotin-RetCOR | inhibition of corepressor binding, % at 4.78 µM | Photoreceptor-specific nuclear receptor (Homo sapiens), Q9Y5X4 | 320,000 compounds, 0.12% hits | AID 2300, 2010 | 1536-well;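 active = percent inhibition above the cutoff of mean plus 3 SD of all tested compounds, set per screening campaign, cut at about 20% in these data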;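 note: 0% = DMSO wells and 100% = biotin wells as full block of FRET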
# Target sequence (Q9Y5X4 whole entry, looked up): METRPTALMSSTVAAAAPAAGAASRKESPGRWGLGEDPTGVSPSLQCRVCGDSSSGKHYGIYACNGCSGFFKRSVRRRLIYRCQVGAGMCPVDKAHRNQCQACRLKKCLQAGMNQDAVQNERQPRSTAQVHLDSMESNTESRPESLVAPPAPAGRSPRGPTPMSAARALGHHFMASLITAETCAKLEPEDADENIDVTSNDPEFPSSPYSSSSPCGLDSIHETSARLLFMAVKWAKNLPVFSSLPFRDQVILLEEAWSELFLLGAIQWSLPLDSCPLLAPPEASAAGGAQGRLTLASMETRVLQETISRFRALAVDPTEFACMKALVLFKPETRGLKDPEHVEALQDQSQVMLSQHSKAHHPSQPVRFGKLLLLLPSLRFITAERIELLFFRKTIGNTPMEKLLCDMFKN
#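 Material: NR2E3–RetCOR corepressor complex / Incubation: Compound–protein incubation for 5 h at 4 °C / Dosing: compound at 4.8 µM, single dose / Detection: time-resolved FRET / Benchmarks: high control biotin, low control 0.6% DMSO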
# HIF-2a block: HIF-2a reporter inhibitors, primary screen, luminescence, 786-0 RCC cells; 786-0 RCC cells HIF-2a reporter, luciferase luminescence, overnight; inhibition, % at 18.8 µM; 360,000 compounds, 0.72% hits; AID 624352, 2012;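 active = inhibition of the luminescence signal of 40% or more relative to plate controls, in a single-dose primary screen at 18.75 µM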
# Shn3 inh set2: reduction of Shn3 3'UTR firefly luciferase signal, primary screen, Schnurri-3 inhibitor project, cell-based, Clone20 osteoblasts, set 2; Clone20 osteoblast Shn3 3'UTR firefly luciferase, 24 h; inhibition, % at 12.5 µM; 360,000 compounds, 0.52% hits; AID 588674, 2011;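 active = mean inhibition of at least 75% with every replicate also reaching 75%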;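 note: 0% = median of neutral control wells and 100% = pilot-screen positive control compound; some compounds past the cut are filed as inactive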
# KKLEB tox: cytotoxicity in KKLEB CF airway cells, primary screen, cytotoxicity control for CF NF-kB inhibitor project, cell-based, uHTS, fluorescence assay plates; 360,000 compounds, 0.36% hits; activity change (cytotoxicity), % at 5 µM; KKLEB CF airway cells viability, ATPlite luminescence, overnight; active compounds read low; cells stimulated with P. aeruginosa culture filtrate; AID 602141, 2011;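 active = corrected activity change at or below -50% at 5 µM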
# Peg3 prom inh: Peg3 promoter-driven luciferase inhibitors, primary screen, cell-based, HeLa, luciferase luminescence | AID 588405, 2011 | HeLa PEG-Prom luciferase reporter, overnight | inhibition, % at 20 µM | 360,000 compounds, 1.7% hits;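 active = inhibition of at least 50% at 20 µM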
# TWEAK-Fn14 inh: inhibitors of TWEAK-Fn14 signaling, primary screen, luciferase reporter cells, uHTS. inhibition, % at 10 µM. AID 1159606, 2016. 360,000 compounds, 2% hits. TWEAK-stimulated Fn14 reporter cells, luciferase luminescence, 8 h; in the data active = inhibition above about 50%
# CF NFkB inh: inhibitors of PAF-induced NF-kB signaling, primary screen, cell-based, GFP fluorescence, uHTS | 360,000 compounds, 0.86% hits | KKLEB NF-kB-GFP reporter, GFP fluorescence overnight | inhibition, % at 5 µM | AID 588850, 2011;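 active = at least 50% inhibition at 5 µM, scaled per plate between neutral and stimulator controls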;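 note: PAF is a Pseudomonas aeruginosa culture filtrate used as stimulus; plate controls were PAF-stimulated DMSO wells for no effect and unstimulated DMSO wells for full effect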
# NR2E3 ag-2: NR2E3 agonists in two-hybrid cells, primary screen, cell-based, luminescence, CHO-S, Gal4-NCOR/VP16-NR2E3. Photoreceptor-specific nuclear receptor (Homo sapiens), Q9Y5X4. luciferase. inhibition of corepressor binding, % at 3.98 µM. 360,000 compounds, 0.35% hits. AID 602229, 2012;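 active = inhibition above the mean of all tested compounds plus 3 SD, cut at about 70% in these data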;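 note: 0% = DMSO with NR2E3 transfected cells and 100% = cells lacking NR2E3 construct; higher means lower luciferase signal from less NR2E3 corepressor binding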
# * marks the source's active call; other numbers are inactive results; . = no result given.
SMILES,MITF TRPM1 inh,TRAIL sens C8,TROY NFkB inh,NR2E3 ag-1,HIF-2a block,Shn3 inh set2,KKLEB tox,Peg3 prom inh,TWEAK-Fn14 inh,CF NFkB inh,NR2E3 ag-2
Cc1ccccc1NC(=O)CSc1nnc(C2CC2)n1CC1CCCO1 (stereo not drawn),1.9,-8.6,-1.0,3.8,-1.6,-14.9,-3.8,-8.0,20.0,15.9,-19.8
Cc1[nH]c2ccccc2c1-c1nc2ccccc2[nH]c1=O,-4.2,0.3,11.9,-0.6,-70.4,68.8,-8.1,-86.9,33.1,0.0,-1.1
CCCS(=O)(=O)c1c(S(=O)(=O)CCC)c2cnccn2c1C(=O)c1ccc(OC)cc1,-14.7,2.8,-6.3,2.7,10.8,-0.4,-6.2,3.6,-26.7,-0.1,3.6
COc1ccc(CCC(=O)NC2CCCc3ccccc32)cc1OC (stereo not drawn),19.2,8.3,-6.0,1.6,2.9,2.5,15.9,3.1,4.6,1.5,-27.1
CC(OC(=O)c1ccc(Cl)c(S(=O)(=O)N2CCOCC2)c1)C(=O)NC1CCCCC1C (stereo not drawn),-8.7,4.7,7.7,1.6,16.3,-12.9,-11.5,11.4,-5.0,11.5,3.9
OCCC1CN(Cc2ccc(Oc3ncccn3)cc2)CCN1C1CCCCC1 (stereo not drawn),-2.8,11.1,3.8,1.3,9.1,.,12.7,2.1,-18.5,5.4,1.4
COC(=O)[C@]12CCCCC=C1N(Cc1ccco1)C(=O)[C@H](CC(=O)NCc1cccc(C(F)(F)F)c1)C2,.,-11.6,-11.0,.,14.0,.,.,.,-7.0,.,-14.5
COc1cc(NC(=O)c2sc(C)nc2C)c(OC)cc1NC(=O)c1ccccc1,11.0,3.1,-10.1,-0.2,-5.8,2.9,7.2,21.8,-21.1,-0.8,1.2
C/C=C/Cn1c(Br)nc2c1c(=O)[nH]c(=O)n2C,7.9,4.6,17.1,0.7,-6.7,-13.0,1.9,22.7,11.5,0.6,-27.0
Cc1cc(C)nc(N2CCCC(C(=O)Nc3ccc4c(c3)OCCO4)C2)n1 (stereo not drawn),16.8,14.0,11.5,0.5,-2.8,2.2,-1.9,10.7,30.1,-0.9,-15.9
CCC(C)[C@H](NC(=O)Nc1ccc2c(c1)OCCO2)C(=O)OC (stereo partly drawn),7.6,-14.2,3.2,-1.3,10.1,19.5,0.9,2.3,-26.9,6.1,-22.0
Cn1cc(CN(CCCN2CCOCC2)C(=S)Nc2cccc(Cl)c2)c2ccccc21,6.2,-5.9,11.7,-0.8,21.0,28.6,-15.9,16.7,-4.6,13.1,23.8
COc1ccc(-n2c(C)cc(C(=O)COC(=O)c3cc(OC)c(OC)cc3NC(=O)c3cccs3)c2C)cc1,-14.8,-3.8,5.0,1.2,11.1,47.7,4.9,-1.7,-20.1,3.5,-24.7
COCCNC(=O)C1(S(=O)(=O)c2ccccc2)CC=CC1,-22.6,-3.9,-26.8,2.7,-43.7,-12.0,3.6,-39.7,-0.4,-7.8,-15.1
O=C(CS(=O)(=O)c1cn(CC(=O)N2CCOCC2)c2ccccc12)Nc1ccccc1,-8.5,-5.1,3.9,-1.0,19.8,3.4,6.9,-3.2,-16.9,-10.1,-14.5
CCOc1cc(/C=N/NC(N)=O)cc(Br)c1OCc1ccccc1,1.1,-14.2,23.6,-1.1,24.4,14.1,-3.9,22.4,8.0,-26.0,-31.4
COc1ccc(NC(=O)CCN(c2ccc(OC)cc2)S(=O)(=O)c2ccc(C)c(C)c2)cc1,-4.8,-2.4,-6.0,.,9.0,2.2,-12.8,3.3,-10.0,12.6,12.6
CCOc1ccccc1NC(=O)Cn1nnc(C(=O)NCc2ccc3c(c2)OCO3)c1N,16.0,3.4,15.9,-3.5,10.1,3.2,-14.2,11.4,4.2,7.8,-37.1
COC(=O)c1ccc(Cn2nc(-c3ccc(C)cc3)ccc2=O)cc1,2.3,8.7,10.6,-1.8,11.4,-4.8,4.9,-0.3,-3.9,11.0,-18.8
Cc1ccc(C(=O)NC(=S)Nc2ccc3c(c2)OCCO3)c(C)c1,-19.5,6.2,-5.8,2.9,-146.7,-3.0,-8.8,-183.8,5.8,1.3,-95.6
Cc1ccccc1Oc1cc(NC(=O)CCCn2nc(C)c([N+](=O)[O-])c2C)cc([N+](=O)[O-])c1,-2.4,19.3,42.8,-1.0,8.0,50.0,-12.5,33.9,63.3*,8.0,60.0
CCc1c(C)sc2nc3c(C(=O)N4CCOCC4)cc(C(=O)c4cc(F)ccc4O)cn3c(=O)c12,5.6,4.4,19.4,-3.2,15.3,11.5,-11.3,36.1,30.4,6.1,-13.7
CC1CC1C(=O)Nc1cc(C(F)(F)F)ccc1N1CCOCC1 (stereo not drawn),-4.6,-3.5,-0.8,1.2,1.2,-0.4,-27.7,6.1,-9.8,22.2,-18.8
CCOc1ccccc1NC(=O)Nc1ccc2c(c1)OCO2,-21.0,-7.4,-18.0,4.1,-146.4,-13.9,0.7,-108.2,-34.7,5.7,-19.0
CCc1noc(C)c1C(=O)Nc1cc(S(=O)(=O)N2CCOCC2)ccc1N1CCN(CC)CC1,6.2,3.8,-14.4,-0.1,6.1,-11.5,1.3,6.8,6.2,-5.7,-28.8
COc1cc([N+](=O)[O-])ccc1NC(=O)NCc1cccnc1,-2.6,-0.2,-4.3,5.0,1.7,-2.9,1.9,17.6,-6.1,37.9,5.9
CN(Cc1ccco1)C(=O)c1ccc(S(=O)(=O)N2CCCCCC2)cc1,-1.5,-9.9,5.3,3.0,7.4,16.8,6.9,4.8,-17.9,-3.2,20.5
COc1ccc(C)cc1-n1nnnc1SCC(=O)c1ccc2c(c1)OCCO2,2.0,-7.7,-31.4,-0.8,-75.0,-11.3,9.2,-75.8,-8.2,-18.5,-68.0
Cc1ccc(C(=O)C2CCN(CC(=O)N3CCN(c4ccc(F)cc4)CC3)CC2)cc1,5.8,-4.0,5.0,0.3,17.8,13.2,-28.1,9.6,10.2,-7.7,20.2
Cc1cccc(N(C(=O)c2snc(C(N)=O)c2N)C(C(=O)NC2CCCC2)c2ccncc2)c1 (stereo not drawn),.,3.4,-7.7,-0.9,-7.3,3.4,-0.1,15.7,-5.4,0.7,-6.0
O=C(NN=C1CCCC1)C(=O)Nc1cccc(C(F)(F)F)c1,4.1,-2.2,4.0,0.2,-49.2,10.1,6.3,-13.5,-1.1,1.3,-8.6
O=C1CCCc2oc3ccc(O)cc3c21,-14.7,0.2,4.7,1.9,-20.9,3.7,-0.8,-6.9,2.6,-3.1,-22.6
COc1ccccc1NC(=O)c1ccc(NS(=O)(=O)c2ccc(F)c(Cl)c2)cc1,-0.7,1.4,0.9,-1.6,9.7,9.0,8.3,12.3,-22.7,1.1,18.4
CN(C)Cc1ccccc1Sc1cccc2ccccc12,1.4,12.1,-13.5,3.5,13.9,8.7,-0.7,10.4,-14.7,13.4,-53.3
O=C(CSc1nc2[nH]ncc2c(=O)[nH]1)N1CCCC1,-0.1,-4.0,1.3,1.6,-0.2,8.4,5.0,6.6,19.5,-11.1,-4.8
CCCNC(=O)NNC(=O)c1ccc(F)cc1,8.1,-13.6,7.2,3.0,17.0,-13.7,8.4,2.0,4.8,6.9,6.8
COC(=O)c1c2c(nc3ccccc13)CCC2,14.2,-2.7,1.0,3.7,11.1,9.8,-11.2,3.5,12.1,6.4,-21.0
NC(=O)c1ccc(NC(=O)COC(=O)c2cc(S(=O)(=O)N3CCOCC3)ccc2N2CCCCC2)cc1,-5.6,-0.5,-17.9,-0.3,6.8,-15.8,-4.3,-12.0,2.7,12.0,-18.6
O=C(c1ccc(Cl)c(S(=O)(=O)N2CCCC2)c1)N1CCN(c2ccc(F)cc2)CC1,18.1,6.9,9.2,0.7,17.4,-3.8,-11.5,22.8,20.9,14.7,3.6
COC(=O)c1sc(-c2ccc(Cl)cc2)cc1NC(=O)CSCC(=O)O,1.5,12.4,-48.5,-2.8,-32.3,5.9,3.8,-12.1,-45.1,-3.6,1.5

# Exported with values under each structure: three of the compounds above.
# Fields: MITF TRPM1 inh | TRAIL sens C8 | TROY NFkB inh | NR2E3 ag-1 | HIF-2a block | Shn3 inh set2 | KKLEB tox | Peg3 prom inh | TWEAK-Fn14 inh | CF NFkB inh | NR2E3 ag-2
> CCCNC(=O)NNC(=O)c1ccc(F)cc1
→ 8.1 | -13.6 | 7.2 | 3.0 | 17.0 | -13.7 | 8.4 | 2.0 | 4.8 | 6.9 | 6.8
> CCOc1ccccc1NC(=O)Nc1ccc2c(c1)OCO2
→ -21.0 | -7.4 | -18.0 | 4.1 | -146.4 | -13.9 | 0.7 | -108.2 | -34.7 | 5.7 | -19.0
> COc1cc([N+](=O)[O-])ccc1NC(=O)NCc1cccnc1
→ -2.6 | -0.2 | -4.3 | 5.0 | 1.7 | -2.9 | 1.9 | 17.6 | -6.1 | 37.9 | 5.9

# (listing goes on)
SMILES,MITF TRPM1 inh,TRAIL sens C8,TROY NFkB inh,NR2E3 ag-1,HIF-2a block,Shn3 inh set2,KKLEB tox,Peg3 prom inh,TWEAK-Fn14 inh,CF NFkB inh,NR2E3 ag-2
COc1cc(O)c(C(CCN2CCCC2)c2ccc(N(C)C)cc2)c(OC)c1 (stereo not drawn),-0.5,-2.6,-3.5,-3.6,-0.3,8.4,-14.6,-6.9,6.2,-1.3,-35.3
CC1CCC(NC(=O)c2nn(C)c(=O)c3ccccc23)CC1 (stereo not drawn),.,-24.2,-15.9,.,-52.2,-22.8,1.5,-21.3,12.7,-10.7,12.8
O=C(c1ccccc1Cl)N1N=C(c2ccc(Br)cc2)CC1c1nc2ccccc2[nH]1 (stereo not drawn),-1.9,35.1,61.4*,-4.0,-116.7,-14.4,2.9,-19.7,18.7,12.7,-55.6
CC(C)(C)c1ccccc1NC(=O)Nc1nc(C(N)Cc2ccc(F)cc2)cs1 (stereo not drawn),.,-5.7,5.4,.,-5.2,32.2,-10.0,97.6*,3.7,27.6,18.6
Clc1ccc(SCc2cc(Cl)nc(-c3ccccc3)n2)cc1,-7.9,16.4,-3.6,3.3,2.8,1.7,11.5,18.6,-7.2,12.1,-9.5
COc1cccc(CN2CCNC(=O)C2CC(=O)N2CCCCO2)c1OC (stereo not drawn),-10.3,5.1,11.9,-1.4,17.2,6.4,-11.7,-4.8,-1.5,-13.1,1.8
O=C(CCN1C(=O)C2C3CCC(C3)C2C1=O)Nc1ccccc1C(F)(F)F (stereo not drawn),-4.1,4.4,-4.9,-1.3,4.0,-4.4,4.3,1.4,5.7,-10.7,-12.4

# These rows are one share of the data (hit frequency here may not be typical).
